M4 antag – human M4 muscarinic receptor antagonists, primary screen, CHO cells, Fluo-8 calcium fluorescence; Muscarinic acetylcholine receptor M4 (Homo sapiens), P08173; CHO-hM4 cells, ACh EC80; inhibition, % at 3 µM; 360,000 tested, 0.73% active; AID 624125, 2012;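 active = inhibition above its plate's cutoff, the mean inhibition of sample wells plus 3 SD, cut at about 27% in these data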;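 note: 0% = acetylcholine EC80 with DMSO and 100% = DMSO without agonist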
M5 PAM – human M5 muscarinic receptor positive allosteric modulators, primary screen, CHO-K1 cells, Fluo-8 calcium fluorescence | CHO-K1 hM5, ACh EC20 PAM; 0% = ACh EC20, 100% = ACh EC100 | 360,000 tested, 0.3% active | activation, % at 3 µM;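 active = activation above the run cutoff, the mean activation of all test compounds plus 3 SD, cut at about 18% in these data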
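Assay system – human M5 receptor in CHO-K1 cells · Read-out – % activation, ACh-normalized · Technique – Fluo-8 calcium fluorescence · Dosing – single-point, 3 µM nominal · Incubation – Fluo-8 loading 80 min at 37 °C plus 30 min room temperature · Repeats – singlicate, one well per test compound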
CHRM5 antagonist – human M5 muscarinic receptor antagonists, primary screen, CHO cells, Fluo-8 calcium fluorescence; CHO-hM5 cells, ACh EC80; inhibition, % at 3 µM; 360,000 tested, 0.59% active; AID 624040, 2012;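 active = inhibition above a per-plate cutoff, the mean of that plate's test compounds plus 3 SD, cut at about 27% in these data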;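 note: 0% = acetylcholine EC80 with DMSO and 100% = DMSO without agonist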
CRFR2-BP ag – agonists of CRF-BP/CRF-R2 complex, primary screen, cell-based, HEK293, calcium dye fluorescence, uHTS. CRF-binding protein / CRF receptor 2 complex (human). calcium dye fluorescence (FLIPR); percent of saturating CRF peptide response. activation, % at 13.2 µM. 350,000 tested, 0.46% active;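 active = activation of at least 50%, plus an integration ratio under a set limit after plate pattern correction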;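 note: plate controls were neutral control wells without compound for no effect and CRF at EC100 for full effect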
M4 ag – human M4 muscarinic receptor agonists, primary screen, CHO-K1 cells, Fluo-8 calcium fluorescence; Muscarinic acetylcholine receptor M4 (Homo sapiens), P08173; CHO-K1 hM4/Gqi5; vehicle 0%, full acetylcholine response 100%; activation, % at 3 µM; 360,000 tested, 0.14% active; AID 624127, 2012;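 active = activation above the run mean over all test wells plus 3 SD, cut at about 32% in these data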;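 note: peak over basal fluorescence ratio per well then scaled between controls; 0% = DMSO wells and 100% = acetylcholine at EC100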
CHRM4 PAM – human M4 muscarinic receptor positive allosteric modulators, primary screen, CHO-K1 cells, Fluo-8 calcium fluorescence; Muscarinic acetylcholine receptor M4 (Homo sapiens), P08173; CHO-K1 hM4/Gqi5, ACh EC20; 0% = ACh EC20, 100% = maximal ACh; 360,000 tested, 0.4% active; activation, % at 3 µM;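 active = activation above its plate's cutoff, the mean activation of sample wells plus 3 SD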; note: some results filed as inactive read as strong as hits
CRFBP-R2 block – antagonists of CRF-BP/CRF-R2 complex, primary screen, cell-based, HEK293, calcium dye fluorescence, uHTS; 350,000 tested, 0.59% active; inhibition, % at 11.8 µM; CRF-induced calcium fluorescence;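 active = inhibition of the ligand-induced calcium signal above about 50% at the single tested concentration, limit read from the data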
IDE cell inh – human IDE inhibitors in live cells, primary screen, fluorescence polarization, HEK cells, FAbetaB substrate; FAbetaB cleavage; inhibition, % at 5.59 µM; Insulin-degrading enzyme (Homo sapiens), P14735; 320,000 tested, 0.41% active;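 active = percent inhibition above the average of all tested compounds plus 3 SD, set per screening campaign, cut at about 16% in these data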;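 note: IDE supplied by intact live HEK cells; FP after avidin binding of uncleaved biotin substrate so inhibition keeps polarization high; 0% = DMSO wells and 100% = 60 µM reference IDE inhibitor Ii1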
Target sequence (P14735 whole entry, looked up): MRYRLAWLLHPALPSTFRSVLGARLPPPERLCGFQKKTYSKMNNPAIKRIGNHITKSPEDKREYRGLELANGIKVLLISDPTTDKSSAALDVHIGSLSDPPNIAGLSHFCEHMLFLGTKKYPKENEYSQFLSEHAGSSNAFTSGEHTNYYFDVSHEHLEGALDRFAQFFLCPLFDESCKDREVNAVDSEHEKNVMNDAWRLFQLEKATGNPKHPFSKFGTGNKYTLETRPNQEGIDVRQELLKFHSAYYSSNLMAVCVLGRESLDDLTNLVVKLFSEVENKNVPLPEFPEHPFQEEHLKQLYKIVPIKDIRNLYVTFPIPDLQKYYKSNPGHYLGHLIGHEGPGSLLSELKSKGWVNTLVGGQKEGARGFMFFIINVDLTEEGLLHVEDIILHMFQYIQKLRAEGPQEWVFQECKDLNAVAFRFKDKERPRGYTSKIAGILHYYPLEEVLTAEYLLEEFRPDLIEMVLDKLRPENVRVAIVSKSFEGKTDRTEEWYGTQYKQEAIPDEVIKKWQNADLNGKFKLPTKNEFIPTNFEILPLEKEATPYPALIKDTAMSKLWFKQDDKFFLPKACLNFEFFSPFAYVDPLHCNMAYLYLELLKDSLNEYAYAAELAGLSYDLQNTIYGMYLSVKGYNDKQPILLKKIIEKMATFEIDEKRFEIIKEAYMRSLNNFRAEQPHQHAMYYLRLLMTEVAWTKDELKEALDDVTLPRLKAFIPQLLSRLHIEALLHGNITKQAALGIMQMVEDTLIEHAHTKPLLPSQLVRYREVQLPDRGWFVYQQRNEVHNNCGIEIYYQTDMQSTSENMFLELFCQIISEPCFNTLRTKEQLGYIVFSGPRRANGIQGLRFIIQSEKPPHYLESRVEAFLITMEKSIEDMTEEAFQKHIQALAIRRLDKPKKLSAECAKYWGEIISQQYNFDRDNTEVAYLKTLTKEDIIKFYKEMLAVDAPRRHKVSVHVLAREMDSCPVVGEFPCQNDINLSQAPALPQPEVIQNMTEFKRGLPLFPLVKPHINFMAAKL
CHRM5 agonist – human M5 muscarinic receptor agonists, primary screen, CHO-K1 cells, Fluo-8 calcium fluorescence; AID 624037, 2012; 360,000 tested, 0.19% active; activation, % at 3 µM; CHO-K1 hM5 cells; 0% DMSO wells, 100% maximal acetylcholine response;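 active = activation above the run's mean over test compounds plus 3 SD, cut at about 23% in these data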;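 note: signal is peak over basal fluorescence ratio across the kinetic read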
Starred values were filed as active, the others as inactive. Random draw from the library. Share with any hit: about 2.9%.

What do the screens show for `CN1CCN(S(=O)(=O)c2cccc(C(=O)N(Cc3nnc(-c4ccccc4Cl)o3)C3CC3)c2)CC1`?
M4 antag: 5; M5 PAM: 1; CHRM5 antagonist: -2; CRFR2-BP ag: -2.4; M4 ag: 3; CHRM4 PAM: -3; CRFBP-R2 block: -11; IDE cell inh: 1; CHRM5 agonist: -1

How did CCC/C(O)=C1\C(=O)CCCC1=NCCc1c(C)[nH]c2ccc(OC)cc12 do in these assays?
M4 antag: -5; M5 PAM: -1; CHRM5 antagonist: 3; CRFR2-BP ag: -2.9; M4 ag: 6; CHRM4 PAM: -7; CRFBP-R2 block: -5; IDE cell inh: -4; CHRM5 agonist: 5

How did O=C(CSc1nnc(-c2ccco2)n1-c1ccccc1)N1CCOCC1 do in these assays?
M4 antag: -8; M5 PAM: 5; CHRM5 antagonist: 0; CRFR2-BP ag: -0.3; M4 ag: 1; CHRM4 PAM: 7; CRFBP-R2 block: 14; IDE cell inh: 4; CHRM5 agonist: -4

What do the screens show for `O=C(C[C@@H]1C/C=C\CCCC(=O)OC[C@@H]2CCCN2C1=O)NCCO`?
M4 antag: 4; M5 PAM: -4; CHRM5 antagonist: 7; CRFR2-BP ag: -1.4; M4 ag: 0; CHRM4 PAM: -3; CRFBP-R2 block: -4; IDE cell inh: -1; CHRM5 agonist: 1

What do the screens show for `CCN(CC(=O)Nc1ccc2c(c1)OCCO2)C(=O)CN1C(=O)NC(C)(c2ccc(C)cc2)C1=O` (stereo unspecified)?
M4 antag: -9; M5 PAM: -4; CHRM5 antagonist: -7; CRFR2-BP ag: -0.4; M4 ag: 4; CHRM4 PAM: 6; CRFBP-R2 block: 4; IDE cell inh: -1; CHRM5 agonist: 0

How did Cc1occc1C(=O)O/N=C(\N)c1ccccc1 do in these assays?
M4 antag: 6; M5 PAM: -8; CHRM5 antagonist: 7; CRFR2-BP ag: -0.2; M4 ag: 0; CHRM4 PAM: -4; CRFBP-R2 block: 1; IDE cell inh: 3; CHRM5 agonist: 4

What do the screens show for `Cn1c(CN2CCOCC2)nnc1SCC(=O)NC1CCCCC1`?
M4 antag: -3; M5 PAM: 2; CHRM5 antagonist: 1; CRFR2-BP ag: -0.6; M4 ag: 2; CHRM4 PAM: 6; CRFBP-R2 block: 5; IDE cell inh: -1; CHRM5 agonist: -3

Results for CC(C)(C)n1nnnc1C(c1cccc(C#N)c1)N1CCCc2ccccc21 (stereo unspecified) ?
M4 antag: -1; M5 PAM: 5; CHRM5 antagonist: -4; CRFR2-BP ag: -0.7; M4 ag: 2; CHRM4 PAM: 2; CRFBP-R2 block: 23; IDE cell inh: -2; CHRM5 agonist: -4

What do the screens show for `N#CC1=C2C=CC=CN2CC1=O`?
M4 antag: 3; M5 PAM: 2; CHRM5 antagonist: 0; CRFR2-BP ag: 36; M4 ag: 0; CHRM4 PAM: 6; CRFBP-R2 block: 4; IDE cell inh: 3; CHRM5 agonist: 1

Results for CCCCN(CCCNC(=O)c1c(C)cc(=O)oc1C)c1ccccc1 ?
M4 antag: -2; M5 PAM: 2; CHRM5 antagonist: -2; CRFR2-BP ag: -3.3; M4 ag: 0; CHRM4 PAM: 12; CRFBP-R2 block: -5; IDE cell inh: 4; CHRM5 agonist: -7

How did CCOC(=O)N1CCN(c2ncnc3c2[nH]c2ccc(OC)cc23)CC1 do in these assays?
M4 antag: -1; M5 PAM: -10; CHRM5 antagonist: 6; CRFR2-BP ag: -1.2; M4 ag: 7; CHRM4 PAM: 0; CRFBP-R2 block: 7; IDE cell inh: 41*; CHRM5 agonist: 6

Results for COc1ccc(S(=O)(=O)N2CCC(C(=O)NCCC(=O)NCc3cccnc3)CC2)cc1 ?
M4 antag: -12; M5 PAM: 0; CHRM5 antagonist: 0; CRFR2-BP ag: -3.0; M4 ag: 0; CHRM4 PAM: 3; CRFBP-R2 block: -4; CHRM5 agonist: 0

Results for CCn1c(SCC(N)=O)nc2sc3c(c2c1=O)CCCC3 ?
M4 antag: 0; M5 PAM: -5; CHRM5 antagonist: 4; CRFR2-BP ag: 1.2; M4 ag: 1; CHRM4 PAM: -5; CRFBP-R2 block: 12; IDE cell inh: 6; CHRM5 agonist: -3

How did CN(CC(=O)Nc1cccc(F)c1)CC(=O)Nc1cccc(S(=O)(=O)N2CCCCCC2)c1 do in these assays?
M4 antag: 7; M5 PAM: -13; CHRM5 antagonist: 14; CRFR2-BP ag: 4.6; M4 ag: 16; CHRM4 PAM: -28; CRFBP-R2 block: -10; IDE cell inh: 1; CHRM5 agonist: 1

What do the screens show for `O=C(CNc1ccc(C(F)(F)F)cc1)Nc1cccc(S(=O)(=O)N2CCCCC2)c1`?
M4 antag: 11; M5 PAM: -7; CHRM5 antagonist: 12; CRFR2-BP ag: 0.1; M4 ag: 16; CHRM4 PAM: -6; CRFBP-R2 block: -6; CHRM5 agonist: 4

Results for NC(=O)C1CCN(C(=O)CN2CCCc3ccccc32)CC1 ?
M4 antag: -3; M5 PAM: 4; CHRM5 antagonist: -3; CRFR2-BP ag: -0.9; M4 ag: 1; CHRM4 PAM: 14; CRFBP-R2 block: 1; IDE cell inh: 2; CHRM5 agonist: -2

What do the screens show for `O=C(CSCc1ccc(Cl)cc1Cl)Nc1ccc(O)cc1C(=O)O`?
M4 antag: -24; M5 PAM: 2; CHRM5 antagonist: -5; CRFR2-BP ag: 0.6; M4 ag: -2; CHRM4 PAM: 12; CRFBP-R2 block: 10; IDE cell inh: 3; CHRM5 agonist: -1

What do the screens show for `COc1ccccc1N1CCN(/N=C/c2cccc(OC)c2OC)CC1`?
M4 antag: 2; M5 PAM: -2; CHRM5 antagonist: 12; CRFR2-BP ag: -2.0; M4 ag: 3; CHRM4 PAM: -2; CRFBP-R2 block: 3; IDE cell inh: 10; CHRM5 agonist: -3

Results for Cc1cccc(NC(=O)CCNS(=O)(=O)c2cc(Br)cnc2N)c1C ?
M4 antag: 4; M5 PAM: 3; CHRM5 antagonist: 5; CRFR2-BP ag: -1.7; M4 ag: 6; CHRM4 PAM: 8; CRFBP-R2 block: -12; IDE cell inh: -7; CHRM5 agonist: -3

Results for COc1ccc(C2C(CC(=O)O)=C(O)C(=O)N2c2ccccc2)cc1 (stereo unspecified) ?
M4 antag: 1; M5 PAM: -7; CHRM5 antagonist: 9; CRFR2-BP ag: 0.5; M4 ag: 0; CHRM4 PAM: -4; CRFBP-R2 block: 20; IDE cell inh: 3; CHRM5 agonist: -4

Results for COc1cc(NC(=O)c2cccs2)c(C(=O)OCC(=O)c2cc(C)n(-c3ccccc3)c2C)cc1OC ?
M4 antag: 4; M5 PAM: -7; CHRM5 antagonist: 10; CRFR2-BP ag: -0.9; M4 ag: 5; CHRM4 PAM: -7; CRFBP-R2 block: 14; IDE cell inh: 0; CHRM5 agonist: -2

How did Cc1cc(OC(=O)c2ccc(Cl)cc2Cl)nc(C)n1 do in these assays?
M4 antag: -1; M5 PAM: -1; CHRM5 antagonist: 1; CRFR2-BP ag: 0.6; M4 ag: 0; CHRM4 PAM: 4; CRFBP-R2 block: -12; IDE cell inh: -10; CHRM5 agonist: 0

What do the screens show for `CCCCC1CC2=C(C(=O)OC(C)(C)O2)C(c2ccc(Cl)cc2)O1` (stereo unspecified)?
M4 antag: -19; M5 PAM: -15; CHRM5 antagonist: -4; M4 ag: -2; CHRM4 PAM: -7; CHRM5 agonist: -7

What do the screens show for `O=C1NC[C@H](Cc2ccccc2)N(C[C@@H]2CCCN2C[C@H](Cc2ccc(O)cc2)N2C[C@H](Cc3ccccc3)N(CCc3ccccc3)C(=O)C2=O)C1=O`?
M4 antag: 9; M5 PAM: -5; CHRM5 antagonist: 12; M4 ag: 0; CHRM4 PAM: 7; CHRM5 agonist: -4

How did Cc1n[nH]c(=O)n1-c1ccc(C(C)(C)C)cc1 do in these assays?
M4 antag: -9; M5 PAM: -7; CHRM5 antagonist: 3; CRFR2-BP ag: 0.7; M4 ag: 0; CHRM4 PAM: 2; CRFBP-R2 block: 4; IDE cell inh: 1; CHRM5 agonist: -2

What do the screens show for `N#Cc1ccc(S(=O)(=O)NCC(=O)OCC(=O)N2CCCC2=O)cc1`?
M4 antag: 12; M5 PAM: 0; CHRM5 antagonist: 6; CRFR2-BP ag: -0.3; M4 ag: 1; CHRM4 PAM: 2; CRFBP-R2 block: 9; IDE cell inh: -8; CHRM5 agonist: -2

Results for Cc1ccnc(NC(=O)CNC(=O)c2cccs2)c1 ?
M4 antag: -1; M5 PAM: 2; CHRM5 antagonist: 8; CRFR2-BP ag: 1.1; M4 ag: 1; CHRM4 PAM: 5; CRFBP-R2 block: 5; IDE cell inh: 4; CHRM5 agonist: 2

What do the screens show for `Cc1cccc(C(=O)NC(=S)Nc2ccccc2C(=O)O)c1`?
M4 antag: 0; M5 PAM: 3; CHRM5 antagonist: -2; CRFR2-BP ag: -2.2; M4 ag: 0; CHRM4 PAM: 5; CRFBP-R2 block: -10; IDE cell inh: 9; CHRM5 agonist: -3

How did c1cncc(CNc2ncnc3ccc(-c4cccnc4)cc23)c1 do in these assays?
M4 antag: -4; M5 PAM: -2; CHRM5 antagonist: 10; CRFR2-BP ag: -0.4; M4 ag: 0; CHRM4 PAM: 0; CRFBP-R2 block: -4; IDE cell inh: 3; CHRM5 agonist: 0

How did CC(C)(C)c1ccc(C(=O)CCC(=O)OCC(=O)NCCc2ccc(S(N)(=O)=O)cc2)cc1 do in these assays?
M4 antag: 17; M5 PAM: -43; CHRM5 antagonist: 16; CRFR2-BP ag: 0.6; M4 ag: 30; CHRM4 PAM: -13; CRFBP-R2 block: -15; IDE cell inh: -3; CHRM5 agonist: 8

How did CCC(=O)Nc1sc(C(=O)Nc2ccccc2OC)c(C)c1C(=O)OC do in these assays?
M4 antag: 5; M5 PAM: -1; CHRM5 antagonist: 4; CRFR2-BP ag: 0.0; M4 ag: 0; CHRM4 PAM: 9; CRFBP-R2 block: -1; IDE cell inh: 6; CHRM5 agonist: -2

Results for CC1CCC(C(=O)c2c(O)c3ccccc3oc2=O)CC1 (stereo unspecified) ?
M4 antag: 0; M5 PAM: 1; CHRM5 antagonist: 5; CRFR2-BP ag: 27; M4 ag: 0; CHRM4 PAM: -5; CRFBP-R2 block: 7; IDE cell inh: -4; CHRM5 agonist: 0

What do the screens show for `CS(=O)(=O)N1CCN(C(=O)COc2ccc3ccccc3c2)CC1`?
M4 antag: 4; M5 PAM: 6; CHRM5 antagonist: 2; CRFR2-BP ag: -0.3; M4 ag: 3; CHRM4 PAM: 15; CRFBP-R2 block: 64*; IDE cell inh: 6; CHRM5 agonist: 3
